MT stabilizer: microtubule stabilizers in HeLa cells; HeLa tubulin immunostaining HCS, 24 h; share of cells brighter than vehicle mean+2SD; % tubulin-high responders, % at 10 µM; 200,000 compounds, 0.83% hits; AID 2205;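 active = plate Z-score above 3 for both tubulin-high and condensed-nucleus cell shares, with cell loss under 80%, at 10 µM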;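 note: anti alpha tubulin signal scored within the nucleus-defined area of each cell; some results filed as inactive read as strong as hits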
Autophagy HCS: alters autophagy in cells. calls only at 10 µM (by protocol). MEF GFP-LC3 puncta imaging; test concentration mostly 10 µM. 190,000 compounds, 0.98% hits;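 active = percentage of spot-positive cells more than 3 SD above its plate mean, without a fluorescence outlier flag or 80% toxicity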;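 note: spot-positive cell cutoff set from DMSO-treated cells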
bCat nuc transl: alters nuclear translocation of beta-catenin in HeLa cells | immunofluorescence imaging | nuclear translocation activity, % at 5 µM | 190,000 compounds, 0.3% hits;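 active = nuclear translocation activity above 50% at 5 µM, with a well cell count of 50 or more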;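 note: per-cell ratio of nuclear to cytoplasmic median beta-catenin stain intensity; plate controls were DMSO negative control for no effect and GSK-3 inhibitor IX positive control for full effect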
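System: HeLa cells, endogenous beta-catenin; compound dosing: 5 µM primary single dose, 0.1% DMSO, 0.02–20 µM confirmation series; incubation: 24 h compound exposure at 37°C, 5% CO2; signal: beta-catenin immunofluorescence imaging with DAPI; evaluation: % activation, nuclear-to-cytoplasmic median beta-catenin signal ratio per cell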
West Nile virus CPE: inhibition of WNV-induced cytopathic effect – cell-based, CPE readout (AID 1621) | West Nile virus-infected cells, CPE inhibition; higher % means a stronger effect | one-dose CPE inhibition, % at 10 µM; IC50 in µM for titrated hits | 290,000 compounds, 0.02% hits; in the data active = a potency from the dose series; note: strong numbers were not always called active
Lipid droplet: hepatic lipid droplet formation modulation; 240,000 compounds, 0.4% hits; AML12 mouse hepatocytes, oleate lipid droplets, BODIPY imaging; inhibition, % at 6.5 µM; AID 1656;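 active = lipid droplet intensity inhibited by at least 50%, with more than 500 cells counted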
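Assay system: AML12 hepatocytes (mouse); Probe or stimulus: oleic acid at 100 µM to induce lipid droplet formation; Dosing: compound at 6.5 µM only; Schedule: compound with oleate, overnight; Detection: fluorescence imaging, 20x objective, two fields per well; Measure: % inhibition of lipid droplet signal.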
Myeloid diff 2: promotes myeloid progenitor differentiation. calls only at 10 µM. ER-HoxA9 myeloid progenitors, lysozyme-GFP differentiation, flow cytometry. 360,000 compounds, 1% hits;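 active = normalized GFP-positive differentiation at or above the plate's own cutoff, the solvent-only control mean plus 3 SD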;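 note: cells exposed to compound for four days before flow analysis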
T cell modulator: modulates CD8 T cell binding to vesicles | 2C CD8+ T cell-vesicle binding, flow cytometry; stronger effect = lower value | calls only at 7 µM | 330,000 compounds, 0.068% hits | AID 2052;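 active = response, share of CD8 T cells binding vesicles, and their 90th percentile fluorescence all below set limits, cut at about 80% in these data, passing the limit was not always enough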
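Material: 2C TCR transgenic mouse naive CD8+ T cells, MACS-purified. Also added: QL9-charged Drosophila Ld/ICAM-1/B7-1 vesicles. Timing: binding 1.5 h at 37 °C. Measured by: high-throughput flow cytometry with anti-B7-1 and anti-CD8 staining. Read-out: percent CD8+ FL2 mean versus row control. Controls: Unloaded micro-vesicles (low), QL9 vesicles with 0.7% DMSO (high).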
WT yeast gro inh: growth inhibition of WT yeast, mitochondrial fusion screen. mitochondrial fusion phenotypic screen, WT strain. inhibition, % at 10 µM. 190,000 compounds, 2.1% hits. AID 1362; in the data active = inhibition above about 58%; tested in S. cerevisiae
Ins promoter up: MIN6 insulin promoter up-regulation. MIN6 insulin promoter-GFP reporter, high-content imaging; stronger effect = higher value. z-score at 5 µM. 190,000 compounds, 0.3% hits. AID 1625;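 active = z-score above 3 at 5 µM with at least 500 cells counted in the well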
WT yeast gro inh mutant strain: recorded beside WT yeast gro inh, whose call it bears; inhibition, %; mitochondrial fusion phenotypic screen, mutant strain inhibition
Ins promoter up cell count: also measured in Ins promoter up; calls as there; cell count; measured here: cytotoxicity, nuclei count;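 total cells summed across four imaged fields per well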
Lipid droplet cells 6.5 µM: second read-out of Lipid droplet, no call of its own (marks repeat the call); cell count; measured here: cell count, cytotoxicity flag;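 cells counted across two imaged fields per well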
bCat nuc transl cell count 5 µM: second read-out of bCat nuc transl, no call of its own (marks repeat the call); cell count; measured here: cell count, cytotoxicity flag
T cell modulator vesicle-bound %: recorded beside T cell modulator, whose call it bears; double positive events, %; measured here: CD8+ vesicle-bound cell fraction;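 binding gate set so that unloaded-vesicle control wells show 10% double positive cells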
MT stabilizer Hoechst-high %: second read-out of MT stabilizer, no call of its own (marks repeat the call); % Hoechst-high responders; measured here: nuclear condensation Hoechst responders;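 share of cells brighter than vehicle mean plus two SD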
MT stabilizer cytotoxicity %: second read-out of MT stabilizer, no call of its own (marks repeat the call); toxicity, %; measured here: cytotoxicity by cell density;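 0% = mean cell density of plate MIN control wells and 100% = no cells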
Autophagy HCS cell loss 18 h: recorded beside Autophagy HCS, whose call it bears; toxicity, %; measured here: cell loss, nuclei count;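 cell loss after 18 h compound exposure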
Myeloid diff 2 GFP+ MAC1+ %: recorded beside Myeloid diff 2, whose call it bears; GFP+ MAC1+ double positive, %; measured here: differentiation confirmed by MAC1 staining
* = called active by the depositor; i = inactive; nt = no result given; + = active, no number.

SMILES	MT stabilizer	MT stabilizer Hoechst-high %	MT stabilizer cytotoxicity %	Autophagy HCS	Autophagy HCS cell loss 18 h	bCat nuc transl	bCat nuc transl cell count 5 µM	West Nile virus CPE	Lipid droplet	Lipid droplet cells 6.5 µM	Myeloid diff 2	Myeloid diff 2 GFP+ MAC1+ %	T cell modulator	T cell modulator vesicle-bound %	WT yeast gro inh	WT yeast gro inh mutant strain	Ins promoter up	Ins promoter up cell count
Cc1ccc2c(CN3CCC(C)CC3)cc(=O)oc2c1	1.7	1.9	9.7	i	0.2	-5.4	1158	0.4%	-9.2	766	i	5.4	i	51.8	-2.0	-48.0	0.1	959
O=C(NC1CCCCC1)C1CCN(C(=O)c2ccc(Cl)cc2)CC1	nt	nt	nt	nt	nt	nt	nt	-0.8%	-10.1	715	i	2.5	i	13.9	nt	nt	nt	nt
Cc1ccc(OCCN2C(=O)c3ccccc3C2=O)c(C)c1	2.8	0.3	16.0	i	-3.1	-1.2	1042	-0.4%	-4.8	631	i	0.6	i	5.1	15.9	-2.6	nt	nt
Nc1ncccc1OCc1ccc(Br)cc1	3.1	2.7	4.2	i	-2.2	-0.1	1118	-1.0%	9.9	724	i	0.2	i	33.7	17.7	-5.9	-0.51	1263
Cc1c(Cl)c([N+](=O)[O-])nn1CCCC(=O)Nc1sc2c(c1C#N)CCC2	3.8	1.9	8.2	i	-23.4	-0.7	1104	-1.2%	-34.7	676	i	6.1	i	22.7	-4.8	-0.1	0.32	1988
O=c1cc(-c2ccccc2)nc(N2CCCCC2)[nH]1	4.2	2.7	8.7	i	-24.2	-8.3	1047	0.5%	nt	nt	i	0.6	i	22.6	-0.9	16.5	0.09	1197
Cc1cc(OCC(=O)NC2CCCCC2)ccc1Cl	3.2	2.7	1.5	i	7.8	-1.7	584	-0.8%	-16.9	608	i	0.0	i	41.8	20.2	8.2	0.39	1257
C=CCn1c(-c2ccc(C)cc2)nc2ccccc21	1.4	1.1	9.5	i	3.0	nt	nt	0.2%	20.5	761	i	2.2	nt	nt	19.8	21.2	-2.65	728
CC(C)Oc1ccccc1/C=N/NC(=O)c1ccc(F)cc1	2.0	1.9	11.9	i	2.8	1.1	477	0.3%	-19.5	621	i	2.6	i	15.3	3.5	-6.7	0.36	1269
CCCNS(=O)(=O)/C=C/c1ccccc1	2.9	2.1	7.7	i	8.3	-4.2	1093	-0.5%	2.1	693	i	1.8	i	17.1	-1.9	3.8	2.56	1102
Oc1ccccc1CNc1cccc2cccnc12	4.7	2.0	11.9	i	20.5	1.0	1016	-0.5%	3.9	718	i	0.9	i	7.3	-2.9	6.7	-0.52	1503
CC1CN(C(=O)c2cccc(S(=O)(=O)Nc3ccc(Cl)cc3)c2)CC(C)O1 (stereo unspecified)	4.5	2.8	2.3	i	-2.4	1.3	1079	-1.3%	20.7	635	i	0.4	i	35.1	-17.5	6.2	-0.52	1305
O=C(CSc1nnnn1-c1ccc(O)cc1)c1ccc(F)cc1	nt	nt	nt	nt	nt	-0.4	1338	0.0%	0.7	714	i	0.6	i	34.9	nt	nt	0.27	843
C=CCN1C(=O)CSC1=Nc1ccc(O)cc1	2.0	1.5	2.2	i	46.6	-1.1	1201	0.2%	-6.5	721	i	2.7	i	14.3	-23.1	-22.2	-0.57	884
N#C/C(=C\c1cccc([N+](=O)[O-])c1)c1ccccn1	4.9	2.2	3.5	i	-0.3	-0.2	1038	-0.2%	-1.0	650	i	0.4	i	7.4	-9.7	29.2	-0.71	1349
Cc1nnc(SCC(=O)Nc2sccc2C(N)=O)n1Cc1ccccc1	5.5	2.0	6.7	i	-0.2	-1.2	973	-0.4%	nt	nt	i	5.9	i	3.6	9.4	2.9	0.82	1327
O=C(OCN1C(=O)c2ccccc2C1=O)c1cccc(S(=O)(=O)N2CCOCC2)c1	nt	nt	nt	nt	nt	nt	nt	-0.4%	8.6	670	i	2.7	i	59.1	nt	nt	nt	nt
CC/C(=N\Nc1nncc2ccccc12)c1ccc(F)cc1	nt	nt	nt	nt	nt	nt	nt	-0.1%	1.9	805	i	3.7	i	23.2	nt	nt	nt	nt
COc1ccccc1NC(=O)c1ccc(NC(=O)COC(=O)CCC2CCCC2)cc1	4.4	2.5	5.1	i	-14.4	-1.5	1062	0.5%	10.0	673	i	0.0	i	57.3	34.4	0.5	1.48	1474
CCC1=NN(C(=O)c2ccc(Br)cc2)C(O)(c2ccccc2)C1 (stereo unspecified)	2.4	2.0	12.5	i	-13.2	3.2	1045	1.1%	6.9	628	i	0.4	i	9.5	4.3	9.9	0.24	1482
Cc1ccc(-c2n[nH]c(=S)n2Cc2ccccc2)cc1	2.5	2.2	10.8	i	3.2	nt	nt	0.7%	7.7	734	i	2.3	i	37.7	-0.5	18.7	-0.16	984
CCOc1ccc(CCNC(=O)c2cc3sc(Cl)cc3n2C)cc1OCC	2.1	1.9	4.2	i	-6.0	2.3	1025	-1.1%	88.9*	846*	i	0.3	i	31.3	6.8	-6.3	0.09	885
COc1ccccc1NC(=O)C(C)N1C(=O)c2ccccc2C1=O (stereo unspecified)	nt	nt	nt	nt	nt	nt	nt	-0.1%	-2.3	811	i	0.3	i	58.2	nt	nt	nt	nt
S=C(NC1CCCCC1)N(CCc1ccccc1)CCc1ccccc1	3.8	1.2	5.7	i	5.8	-1.0	1125	-1.9%	-44.5	672	i	0.6	i	55.3	62.5*	3.4*	-1.26	1306
COc1ccc2[nH]c(=O)c(CN(Cc3ccco3)Cc3nnnn3Cc3ccccc3)cc2c1	1.4	1.9	8.4	i	15.4	-1.8	760	1.1%	nt	nt	i	4.3	i	9.1	20.9	6.6	2.1	1228
CCC(C(=O)OCC(=O)N(CCOC)c1c(N)n(Cc2ccccc2)c(=O)[nH]c1=O)c1ccccc1 (stereo unspecified)	nt	nt	nt	nt	nt	nt	nt	-0.4%	5.3	809	i	0.5	i	36.4	nt	nt	nt	nt
CCOc1ccccc1N(CC(=O)NC1CCCC1)C(=O)CCC(=O)Nc1cc(C)on1	1.2	2.8	16.5	i	22.3	-1.4	1158	-1.2%	-19.1	746	i	1.1	i	51.1	4.8	22.7	-0.05	1197
C=CCSC1=N/C(=C\c2ccc(C)o2)C(=O)S1	1.2	1.0	10.8	i	-1.3	nt	nt	-0.1%	-1.8	773	i	0.2	i	14.2	4.7	-1.1	0.27	888
CC(=O)SCC(=O)N=c1sc2cc(F)ccc2n1C	1.3	1.2	6.5	i	-4.0	-0.6	1299	-0.2%	-1.6	762	i	1.2	i	51.3	-3.0	19.0	-0.51	1335
Cc1c(NC(=O)CN2CCN(c3ccccc3)CC2)c(=O)n(-c2ccccc2)n1C	3.1	1.7	6.5	i	-1.9	0.6	1345	0.3%	nt	nt	i	0.5	i	48.7	-5.5	9.6	-0.08	1590
Cc1c(O)ccc(C(=O)COc2ccccc2F)c1O	1.6	1.6	3.7	i	-4.4	-3.6	1004	2.0%	nt	nt	i	0.3	i	40.3	1.1	-3.5	-0.2	1095
Cc1ccc(NC(=O)Nc2nnc(Cc3ccc(F)cc3)s2)cc1	nt	nt	nt	nt	nt	nt	nt	0.9%	-1.8	891	i	0.5	i	35.4	nt	nt	nt	nt
COc1ccc(NC(=O)CCn2cccc2)cc1	7.3	3.1	4.0	i	4.1	-3.6	985	-0.1%	nt	nt	i	0.9	i	7.9	-1.8	-6.7	0.28	1660
O=C(C1CC1)N1N=C(c2ccc(F)cc2)CC1(O)C(F)(F)F (stereo unspecified)	nt	nt	nt	nt	nt	nt	nt	0.0%	-4.2	771	i	0.0	i	57.8	nt	nt	nt	nt
Nc1nc2n(n1)C(c1ccccc1Cl)CC(c1ccc(F)cc1)N2 (stereo unspecified)	6.3	1.6	8.6	nt	nt	-2.1	1175	-0.1%	nt	nt	i	3.4	i	35.4	0.1	-4.3	0.08	941
CCN(CC)c1ccc(NC(=O)c2cccc(C)c2)cc1S(=O)(=O)Nc1ccccc1OC	1.8	1.8	4.7	i	5.1	-0.2	1062	-1.5%	6.7	679	i	0.8	i	46.8	9.1	12.7	-0.47	1181
COC(=O)c1c(C(=O)OC)c(-c2cccc(Cl)c2)n2c1CS(=O)(=O)C2	nt	nt	nt	nt	nt	nt	nt	-0.3%	-15.0	789	+	4.0*	i	59.3	nt	nt	nt	nt
Cc1cc(C)c(NC(=O)CS(=O)CC(=O)NCCN2CCCCCC2)c(C)c1 (stereo unspecified)	nt	nt	nt	nt	nt	nt	nt	0.2%	-11.9	782	i	0.5	i	24.2	nt	nt	nt	nt
C=C(C)C1Cc2c(C)nn(-c3nc(C)cc(C)n3)c2C1 (stereo unspecified)	2.4	3.0	2.5	i	-1.7	4.1	1381	-0.3%	nt	nt	i	1.0	i	33.3	63.9*	51.0*	-0.88	1326
Cc1ccnc2nc(C(=O)OCCOc3cccc(Br)c3)nn12	1.9	1.5	5.7	i	9.8	-2.0	943	-0.1%	nt	nt	i	1.1	i	46.0	-2.6	-12.5	1.34	1557

Source: PubChem (several laboratories)
